# KCNK9 inh = KCNK9 potassium channel inhibitors, primary screen, HEK293 cells, thallium flux. AID 488922, 2010. FluxOR thallium flux fluorescence; hits give low values. B-score at 10 µM. actives 1.2% (n = 310,000);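 active means ratio B-score over 3 SD below the library mean, with starting fluorescence within 5 SD of its mean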;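 further: negative B-score means less thallium flux so channel inhibition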
# Target sequence (Q9NPC2 whole entry, looked up): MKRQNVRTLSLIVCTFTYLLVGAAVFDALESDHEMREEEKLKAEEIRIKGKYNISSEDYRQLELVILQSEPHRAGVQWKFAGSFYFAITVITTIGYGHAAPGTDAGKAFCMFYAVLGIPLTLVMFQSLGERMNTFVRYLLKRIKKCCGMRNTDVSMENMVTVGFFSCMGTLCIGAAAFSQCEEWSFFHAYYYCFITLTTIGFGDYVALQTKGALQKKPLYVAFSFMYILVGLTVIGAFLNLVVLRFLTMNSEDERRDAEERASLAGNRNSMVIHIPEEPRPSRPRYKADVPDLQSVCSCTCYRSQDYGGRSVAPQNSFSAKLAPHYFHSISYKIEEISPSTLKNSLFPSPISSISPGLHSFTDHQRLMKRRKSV
# GSK3B inh = human GSK3beta kinase inhibitors, primary screen, biochemical, cell-free homogeneous, HTS; AID 2097, 2009; actives 0.038% (n = 300,000); activity score (negative = inhibition), % at 10 µM; Glycogen synthase kinase-3 beta (Homo sapiens), P49841; GST-GSK3beta kinase, ADP-Glo luminescence, 60 min; hits give low values;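 active means more than half of replicate wells score below -50%, meaning over 50% inhibition versus plate controls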;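 further: 0% = median DMSO wells and -100% = median GW8510 positive control wells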
#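 Test system – GST-tagged human GSK3beta kinase, cell-free · Incubation – 60 min enzyme reaction, room temperature · Signal – ADP-Glo luminescence · Also added – peptide substrate and ATP at 25 µM · Controls – DMSO neutral wells and GW8510 at 20 µM as positive · Buffer or medium – Tris/MgCl2 kinase buffer · Measure – Luminescence-derived activity versus plate DMSO and GW8510 wells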
# KCNQ1 block = inhibitors of human KCNQ1 channel, primary screen, cell-based, thallium flux, high-throughput. Potassium voltage-gated channel subfamily KQT member 1 (Homo sapiens), P51787. CHO-K1 KCNQ1, FluxOR thallium flux fluorescence; hits give high values. B-score at 10 µM. actives 1.3% (n = 310,000);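 active means compounds whose thallium flux B-score, printed positive for inhibition, exceeds three library SD while starting fluorescence stays within three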;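 further: channel opened by potassium depolarization with thallium stimulus after 20 min compound exposure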
# KCNK3 inh = human KCNK3 channel inhibitors, primary screen, CHO cells, FluxOR thallium flux, B-score; FluxOR fluorescence; hits give low values; actives 0.84% (n = 340,000); AID 602410, 2012; B-score at 10 µM; Potassium channel subfamily K member 3 (Homo sapiens), O14649;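 active means B-score under library mean minus 4 SD, starting fluorescence ratio at most library mean plus 5 SD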;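 further: more negative B-score means stronger inhibition of thallium flux through KCNK3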
# RGS4 block = RGS4 inhibitors, primary screen, cell-based, HEK293 M3R inducible RGS4, calcium flux | Regulator of G-protein signaling 4 (Homo sapiens), P49798 | Fluo-4 calcium flux; hits give high values; triggered by carbachol at its EC20 | B-score at 10 µM | actives 0.45% (n = 310,000);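 active means B-score, a plate-corrected calcium signal, over three deviations above library mean, with baseline fluorescence within five deviations of library mean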;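 further: RGS4 expression induced by doxycycline in cells with stable M3 receptor; B-score is computed from the integrated fluorescence ratio over baseline after carbachol; higher B-score means a larger calcium signal and so more RGS4 inhibition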
# Target sequence (P49798 whole entry, looked up): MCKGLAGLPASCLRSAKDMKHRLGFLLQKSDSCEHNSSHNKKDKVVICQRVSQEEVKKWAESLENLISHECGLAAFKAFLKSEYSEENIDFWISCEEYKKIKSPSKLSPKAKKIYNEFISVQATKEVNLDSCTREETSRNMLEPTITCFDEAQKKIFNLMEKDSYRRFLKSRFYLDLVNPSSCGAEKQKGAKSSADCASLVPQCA
# hERG protect = hERG rescue from dofetilide block, primary screen, cell-based, CHO-hERG, FluxOR thallium flux, dofetilide IC70. Voltage-gated inwardly rectifying potassium channel KCNH2 (Homo sapiens), Q12809. dofetilide IC70 present. activation (rescue from dofetilide block), less the hit threshold, % at 10 µM. actives 0.51% (n = 310,000). AID 1511, 2009;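 active means activation above the mean of controls blocked by dofetilide plus 5 SD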;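 further: thallium influx through hERG after potassium depolarization seen as dye fluorescence rise; in these data hits start at about 4.7%; inactives centre near -7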
# GSK3 alpha inh = blockers of GSK3A enzyme activity – biochemical, luminescence, cell-free homogeneous, HTS, primary screen | AID 2650, 2010 | GSK-3 alpha kinase, ADP-Glo luminescence, 60 min | Glycogen synthase kinase-3 alpha (Homo sapiens), P49840 | actives 0.1% (n = 320,000) | inhibition, % at 10 µM;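 in the data active means inhibition above about 50%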;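 further: GST-tagged GSK-3 alpha with peptide substrate and 25 µM ATP; 0% = DMSO neutral wells and 100% = GW8510 positive control wells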
# Target sequence (P49840 whole entry, looked up): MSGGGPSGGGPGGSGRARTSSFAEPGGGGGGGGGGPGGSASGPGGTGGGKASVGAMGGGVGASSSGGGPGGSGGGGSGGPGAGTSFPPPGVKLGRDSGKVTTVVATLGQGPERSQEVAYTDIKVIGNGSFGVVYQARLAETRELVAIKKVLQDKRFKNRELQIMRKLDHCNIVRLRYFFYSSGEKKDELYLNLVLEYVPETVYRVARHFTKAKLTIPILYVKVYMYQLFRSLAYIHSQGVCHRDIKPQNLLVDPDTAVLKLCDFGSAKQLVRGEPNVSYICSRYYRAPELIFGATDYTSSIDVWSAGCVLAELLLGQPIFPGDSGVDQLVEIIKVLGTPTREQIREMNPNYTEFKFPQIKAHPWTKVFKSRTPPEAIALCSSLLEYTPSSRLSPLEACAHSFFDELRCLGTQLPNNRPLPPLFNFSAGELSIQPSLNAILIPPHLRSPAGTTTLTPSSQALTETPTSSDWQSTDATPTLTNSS
# KCNQ1 pot = potentiators or activators of KCNQ1 channel, primary screen, cell-based, thallium flux, high-throughput. B-score at 10 µM. actives 0.35% (n = 310,000). CHO-K1 KCNQ1, thallium flux FluxOR fluorescence; hits give high values. Potassium voltage-gated channel subfamily KQT member 1 (Homo sapiens), P51787;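 active means fluorescence ratio B-score, a plate-corrected score, at least three library SD, with initial intensity B-score within 5 SD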
#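 Assay system: CHO-K1 cells stably expressing KCNQ1. Medium: assay buffer for compound exposure, DMSO matched across wells. Timing: 37 °C overnight plating, 90-min dark dye load, 20-min compound pretreatment. Signal: kinetic FluxOR fluorescence, 10 s baseline plus 110 s post-stimulus.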
# Dyrk1A ADPGlo = rat Dyrk1A kinase inhibitors, primary screen, biochemical, single point, plate reader; inhibition, % at 12.5 µM; ADP-Glo luminescence, NFATc1 peptide; actives 0.43% (n = 310,000); AID 504441, 2011; Dual specificity tyrosine-phosphorylation-regulated kinase 1A (Rattus norvegicus), Q63470; in the data active means inhibition above about 50%;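 further: plate controls were vehicle with enzyme for no effect and no enzyme for full effect; many of its hits are not listed in these tables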
# PolyA inhibitor = polyadenylation inhibitors in yeast reporter cells, primary screen, luminescence, S. cerevisiae; calls only at 12 µM; actives 0.02% (n = 300,000); S. cerevisiae SKY197-pL101 polyadenylation reporter, beta-gal luminescence; efflux-impaired pdr1/pdr3 knockout yeast; score 100 = 6 SD above DMSO;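 active means lowest replicate activity score at least 50, where 100 means six control SD above control mean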;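 further: yeast exposed to compound for 9 h at 30 °C; higher score means more reporter readthrough which indicates perturbed polyadenylation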
# RGS4 act = RGS4 potentiators or activators, primary screen, cell-based, HEK293 M3R inducible RGS4, calcium flux | carbachol calcium flux Fluo4; hits give low values | B-score at 10 µM | actives 0.92% (n = 310,000);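 active means B-score of the integrated calcium signal more than 4 SD below the library mean, with starting fluorescence not abnormally high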;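 further: negative B-score means reduced calcium response which marks RGS4 activation or potentiation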
#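 Material: Inducible-RGS4 HEK293 cells carrying M3 receptor; also added: carbachol at ECmax as muscarinic agonist stimulus; incubation: compound preincubation 20 min at room temperature before agonist; signal: Fluo4-AM (2 µM) calcium-flux fluorescence, kinetic read; measure: integrated calcium ratio converted to B score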
# * hit, by the source's call; i = inactive; nt = no result given. Only part of the results is shown (hit frequency here may not be typical).
SMILES,KCNK9 inh,GSK3B inh,KCNQ1 block,KCNK3 inh,RGS4 block,hERG protect,GSK3 alpha inh,KCNQ1 pot,Dyrk1A ADPGlo,PolyA inhibitor,RGS4 act
COc1ccc(C2C(C#N)=C(N)Oc3cc(O)ccc32)cc1Cl (stereo not given),i,0.9,6*,-8.99*,6.75*,-16.0,4.7,i,4.3,i,i
CCCCN(C)c1nc(-c2ccco2)c2c(c1C#N)CC(C)(C)OC2,i,0.9,i,i,7.17*,-27.1,-1.1,i,-1.1,i,i
O=C(O)CCC(=O)Nc1ccc(NC(=O)c2ccc(Cl)cc2Cl)c(Cl)c1,i,-2.0,i,i,i,-7.8,-1.1,i,3.1,i,i
COc1ccc(NC2=C(NC(C)=O)C(=O)c3ccccc3C2=O)cc1,i,-2.2,i,i,i,-2.3,0.0,i,3.3,i,i
CC1CCCN(Cc2nc3c(c(=O)n(C)c(=O)n3C)n2CC(N)=O)C1 (stereo not given),i,-0.9,i,i,i,-5.4,0.4,i,3.1,i,i
CC(=O)c1ccc(N2CCN(C(=O)COc3ccc(F)cc3)CC2)c(F)c1,i,3.1,i,i,i,-7.0,-1.7,i,4.5,i,i
COCCN(Cc1ccco1)C(=O)Cn1ncc2c(=O)oc3ccccc3c21,i,-0.3,i,i,i,-12.0,-1.2,i,-1.6,i,i
CCOc1cc(/C=C2/C(=O)N(c3ccccc3)N=C2C)ccc1OC(=O)c1ccco1,i,3.9,i,i,i,-3.3,-3.2,i,-3.6,i,i
Cn1c(SCc2ccc(Br)cc2)nc2c(c1=O)SCC2,i,1.6,i,i,i,-7.9,-2.2,i,0.1,i,i
Cc1ccc(-c2nc(CN(C)Cc3ccc4nccnc4c3)c(C)o2)s1,i,0.9,i,i,i,-11.6,-1.0,i,3.5,i,i
N#Cc1ccccc1NC(=O)COC(=O)CSc1nc2ccccc2o1,i,3.8,i,i,i,-11.0,-2.0,i,1.5,i,i
C=CCn1c(=O)[nH]c2nc3cc(N=CN(C)C)c(C)cc3nc2c1=O,i,-3.1,8*,i,i,-20.1,11.6,i,-8.6,i,i
Cc1ccc(S(=O)(=O)/N=C2/C=C(C3C(=O)CC(C)(C)CC3=O)C(=O)c3ccccc32)cc1,i,1.5,i,i,i,-21.2,-0.4,i,-2.7,i,i
COc1cccc(N(C(=O)c2snc(C(N)=O)c2N)C(C(=O)NCC2CCCO2)c2ccc3ncccc3c2)c1 (stereo not given),i,-4.7,i,i,i,-7.8,-2.0,i,-2.6,i,i
Cc1cc(C)n2nc(-c3cnn(C)c3C(F)(F)F)c(Cl)c2n1,i,3.0,i,i,i,-18.5,1.9,i,-0.7,i,i
COc1ccc(NC(=O)c2ccco2)c([N+](=O)[O-])c1,i,-1.0,i,i,i,-4.3,nt,i,0.0,i,i
CCCc1ccc2oc(C(=O)N(C)Cc3nccs3)c(C)c2c1,i,0.7,i,i,i,-12.6,0.4,i,-3.5,i,i
Cc1cc(NCc2ccco2)nc(N2CCC(C(=O)NC3CCCCC3)CC2)n1,i,2.7,i,i,i,-10.9,3.3,i,1.5,i,i
CC(C)(C)NC(=O)Cn1c(=O)oc2cc(S(=O)(=O)N3CCc4ccccc43)ccc21,i,2.0,i,i,i,-2.6,-2.2,i,-14.3,i,i
Cc1ccc(OCCCCN2CCCC(C)C2)c([N+](=O)[O-])c1 (stereo not given),i,1.8,i,i,i,-14.2,-4.0,i,-1.8,i,i
O=C(CSc1nc2ccccc2o1)N/N=C/c1ccco1,i,-3.3,i,i,i,-11.0,8.2,i,2.0,i,i
COC(=O)c1cc(Br)c(N)cc1OC,i,1.0,i,i,i,-4.6,-1.1,i,5.7,i,i
Cn1c(-c2ccc(F)cc2)cnc1SCC(=O)N1CCCCC1,i,0.3,i,i,i,-11.6,2.1,i,4.6,i,i
COCCNC(=O)Cn1cc2c(n1)CCC(C)C2 (stereo not given),i,2.5,i,i,i,-9.6,3.0,i,8.6,i,i
CN1CCN(c2nc3ccccc3nc2C(C#N)C(=O)OC2CCCCC2)CC1 (stereo not given),i,1.9,i,i,i,-25.5,0.2,i,1.1,i,i
CSC1=NCCN1C(=O)c1c(-c2ccccc2Cl)noc1C,i,-1.5,i,i,i,-10.2,-1.4,i,-4.3,i,i
O=C(CSc1nnc(-c2ccncc2)n1Cc1ccco1)c1ccc(Cl)cc1,i,-0.9,i,i,i,-12.0,6.3,i,5.0,i,i
CCN1CCN(c2nc(N)c([N+](=O)[O-])c(Nc3ccc(C)c(C)c3)n2)CC1,i,-3.3,i,i,i,-5.1,-0.6,i,-5.9,i,i
COP(=O)(OC)c1nc(-c2ccccc2)oc1NCc1ccccc1,i,2.6,i,i,i,-12.7,-2.5,i,-7.6,i,i
COc1ccc(Br)cc1CNC(=O)C1CCN(S(=O)(=O)N2CCCCC2)CC1,i,2.2,i,i,i,-5.5,-1.6,i,15.7,i,i
Cc1cc(NC(=O)C(C)SCC(=O)Nc2cc(Cl)ccc2N2CCN(C)CC2)no1 (stereo not given),i,0.6,i,i,i,-7.9,-0.9,i,12.1,i,i
O=C(CCc1ccccc1)NC(=S)Nc1ccccc1[N+](=O)[O-],i,3.4,i,i,i,-12.5,0.1,i,2.2,i,i
CNS(=O)(=O)c1cccc(C(=O)OCC(=O)c2c(N)n(C)c(=O)n(C)c2=O)c1,i,1.0,i,i,i,-9.9,4.1,i,-5.7,i,i
Cc1cc(C)cc(NS(=O)(=O)c2ccc(-c3cnc(C4CC4)o3)cc2)c1,i,1.4,i,i,i,-13.5,nt,7*,nt,i,i
COc1ccc(S(=O)(=O)Cc2ccc(C(=O)NCCc3ccc(S(N)(=O)=O)cc3)o2)cc1,i,1.3,i,i,i,-16.1,nt,i,20.6,i,i
Cc1cc(OCC(=O)N2CCOCC2)ccc1NC(=O)c1ccccc1C,i,4.3,i,i,i,-10.1,-1.1,i,-1.4,i,i
NC(=O)NC(=O)CC1S/C(=N/N=C2/NC(=O)CS2)NC1=O (stereo not given),i,-0.4,i,i,i,-8.6,-0.2,i,nt,i,i
CCOC(=O)CSC1=N/C(=C\c2cccnc2)C(=O)N1c1ccc(OC)cc1,i,0.8,i,i,i,-8.4,1.5,i,-1.0,i,i
O=C(NCC1CCCO1)c1ccc(COc2ccccc2Br)cc1 (stereo not given),i,3.0,i,i,i,-3.4,2.1,i,9.3,i,i
COc1ccc(/C=N/Nc2cc(C)nc(NS(=O)(=O)c3ccc(C)cc3)n2)cc1,i,3.4,i,i,i,-7.4,-1.0,i,-1.1,i,i
CC(C)(C)NC(=O)NC(=O)CSc1nnc2ccccn12,i,1.6,i,i,i,-6.2,nt,i,3.7,i,i
CC(Sc1cnccn1)C(=O)O (stereo not given),i,-5.1,i,i,i,-0.5,0.3,i,-0.3,i,i
O=C(Cc1ccccc1F)NCC1(N2CCOCC2)CCCCC1,i,4.9,i,i,i,-9.4,-3.0,i,-0.8,i,i
Cc1cccc(N2CCN(C(=O)C3CCN(S(=O)(=O)N4CCOCC4)CC3)CC2)c1C,i,0.5,i,i,i,-5.6,0.3,i,-1.6,i,i
Cc1cc2ncn(C(=O)N3CCC(C)CC3)c2cc1C,i,0.8,i,i,i,-3.8,-1.3,i,5.8,i,i
Cc1cccc(NC(=S)N(Cc2cccs2)Cc2cc3cc(C)cc(C)c3[nH]c2=O)c1,i,-1.6,i,i,i,-7.4,-2.4,i,2.1,i,i
Cc1ccccc1NC1=NC(=S)N(c2ccccc2)C12CCOC(C)(C)C2 (stereo not given),i,1.2,i,i,i,-9.7,-2.6,i,-1.8,i,i
COc1cc(C2Nc3ccc4ccccc4c3C3=C2C(=O)CC(C)(C)C3)ccc1OC(C)C(=O)O (stereo not given),i,-3.0,i,i,i,-8.1,0.7,i,3.6,i,i
Cn1cc(C(=O)N/N=C/C(Br)=C/c2ccccc2)ccc1=O,i,2.1,i,i,i,-5.2,6.3,i,1.4,i,i
N#Cc1cc(Sc2ccccn2)c(Sc2ccccn2)cc1C#N,i,0.5,i,i,i,-8.6,-1.4,i,-17.8,i,i
CC1=CC(C)(C)N2C(=O)C3(NCCc4c3[nH]c3ccccc43)c3cc(C)cc1c32 (stereo not given),i,-3.1,i,i,i,-7.8,0.5,i,-5.2,i,i
Cc1cc(OCC(=O)N(C)c2ccccc2)cc2c1C(=O)CC(C)(C)O2,i,1.3,i,i,i,-6.5,-2.3,i,nt,i,i
Cc1ccccc1CSCCNC(=O)c1ccc(N(C)S(=O)(=O)c2ccccc2)cc1,i,2.0,i,i,i,-10.8,-0.9,i,-2.2,i,i
CC(=O)c1cccc(NC(=O)/C=C/c2ccc([N+](=O)[O-])s2)c1,i,2.0,i,i,i,-10.5,nt,i,6.3,i,i
CC(=O)c1sc(NC(=O)CN2C(=O)C3CC=CCC3C2=O)nc1-c1ccccc1 (stereo not given),i,-16.4,i,i,i,-5.2,nt,i,nt,i,i

# Copied from the listing for reference:
SMILES,KCNK9 inh,GSK3B inh,KCNQ1 block,KCNK3 inh,RGS4 block,hERG protect,GSK3 alpha inh,KCNQ1 pot,Dyrk1A ADPGlo,PolyA inhibitor,RGS4 act
Cc1cccc(NC(=S)N(Cc2cccs2)Cc2cc3cc(C)cc(C)c3[nH]c2=O)c1,i,-1.6,i,i,i,-7.4,-2.4,i,2.1,i,i
Cc1ccccc1NC1=NC(=S)N(c2ccccc2)C12CCOC(C)(C)C2 (stereo not given),i,1.2,i,i,i,-9.7,-2.6,i,-1.8,i,i

# Screening data deposited in PubChem by several laboratories.
